M. tuberculosis: growth inhibition of non-replicating M. tuberculosis (AID 488890) | Mycobacterium tuberculosis non-replicating, growth inhibition; higher % means a stronger effect | one-dose inhibition, % at 25 µM; IC50 in µM for titrated hits | hit rate 0.39% among 320,000; in the data active means a potency from the dose series; inconclusive means inhibition mostly from about 82% at the one dose, without a potency; inactive means the rest, 99 in 100 with inhibition below about 76%;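 further: plate controls were DMSO cells for no effect and high antibiotic wells for full effect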
H1N1 NS1A inhibition: H1N1 influenza NS1A inhibitors, functional cell based assay (AID 504329); NS1A functional cell-based assay, percent inhibition; higher % means a stronger effect; hit rate 0.3% among 340,000; inhibition, % at 12.5 µM, or IC50 in µM where a hit was titrated; in the data active means a potency from the dose series; inconclusive means inhibition above about 27% without an active follow-up result; further: strong numbers were not always called active
M. tuberculosis HTS: M. tuberculosis growth inhibition, HTS (AID 449762) | inhibition, % at 25 µM; hits with a dose series show IC50 in µM | hit rate 0.59% among 330,000 | M. tuberculosis H37Rv growth inhibition, 7H9 media; higher % means a stronger effect; in the data active means a potency from the dose series; inconclusive means inhibition above about 70% without an active follow-up result;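 further: bacterial growth assessed after seven days of incubation; strong numbers were not always called active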
Salmonella PhoP GFP: PhoP regulon inhibitors, Salmonella typhi PhoP promoter GFP reporter, confirmatory (AID 1850). Salmonella Typhi PhoP-promoter GFP reporter, fluorescence, 4 h; higher % means a stronger effect. one-dose inhibition, % at 50 µM; IC50 in µM for titrated hits. hit rate 0.33% among 310,000; in the data active means a potency from the dose series; inconclusive means inhibition mostly from about 25% at the one dose, without a potency; inactive means the rest, 99 in 100 with inhibition below about 19%;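 further: 0% = induced wells with vehicle and 100% = uninduced wells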
VEEV TC-83 Vero: inhibitors of VEEV TC-83 cytopathic effect, confirmation, Vero cells (AID 588727). Vero cells, VEEV TC-83 cytopathic effect inhibition; higher % means a stronger effect. one-dose inhibition, % at 20 µM; IC50 in µM for titrated hits. hit rate 0.13% among 350,000; in the data active means a potency from the dose series; inconclusive means inhibition mostly from about 14% at the one dose, without a potency; inactive means the rest, 99 in 100 with inhibition below about 12%; further: strong numbers were not always called active
VEEV TC-83 Vero 10K pilot screen: also measured in VEEV TC-83 Vero; calls as there; inhibition, %; measured here: 10K pilot screen inhibition
* = called active by the depositor; i = inactive; u = inconclusive; x = no result given.

SMILES	M. tuberculosis	H1N1 NS1A inhibition	M. tuberculosis HTS	Salmonella PhoP GFP	VEEV TC-83 Vero	others
CCOC(=O)c1nn(-c2ccc(Cl)cc2)c2nc(-c3ccc(C)cc3)c(C#N)c(=O)n12	80%	-16%	69%	-8%	3.2%
Cc1ccc2[nH]cc(C(=O)CN3CCOCC3)c2c1	-2%	8%	5%	-7%	1.2%
Cc1ccc2c(c1)-n1c(nc3cc(C)ccc3c1=O)C(Cc1ccccc1)NC2=O (configuration not stated)	22%	x	4%	x	x
CCOc1ccc(NC(=O)Nc2ccc3c(c2)CCC3)cc1	-10%	9%	-8%	-5%	0.5%
O=c1ccn([C@@H]2O[C@H](CNCC3=Cc4cc(O)ccc4OC3)[C@@H](O)[C@H]2O)c(=O)[nH]1	x	19%	x	x	0.9%
O=C(OCc1cc(=O)n2ccsc2n1)C1(c2ccc(Cl)cc2)CC1	72%	4%	17%	x	0.1%
CC(C)(C)NCc1cc(Br)ccc1OCc1cccs1	9.1µM*	2%	-7%	4%	i
Cc1cc(NC(=O)CSc2nnc(-c3ccco3)o2)no1	-3%	32µM*	3%	4%	0.8%
O=S(=O)(NCc1ccccc1)c1ccc(S(=O)(=O)N2CCCC2)cc1	3%	3%	5%	-9%	1.1%
O=[N+]([O-])c1cccc(S(=O)(=O)Nc2nc3ccccc3nc2Nc2cccc(S(=O)(=O)N3CCCCC3)c2)c1	x	9%	x	x	6.5%
COc1cc(C(=O)OCC(C)=O)cc(NC(=O)c2ccco2)c1OC	22%	3%	0%	-3%	3.4%
Cc1ccc(/C(N)=N/OC(=O)N2c3ccccc3Sc3ccccc32)cc1	67%	11%	52µM*	5%	8.4%
Cn1nc(C(F)(F)F)c(C#N)c1N1CCN(c2cccc(C(F)(F)F)c2)CC1	0%	-14%	11%	-2%	0.7%
CCN1C[C@@H]2[C@@H]3C(=O)N(C)C(=O)[C@@H]3[C@](C)(C(=O)OC)N2C1=NC	x	-7%	x	x	i
NCCC1CCCC(CCN)N1 (configuration not stated)	-8%	-3%	2%	9%	0.2%
O=C(CO/N=C/c1cccc([N+](=O)[O-])c1)Nc1ccc2ccccc2c1	75%	-1%	u	3%	1.4%
O=C(COC(=O)c1cc(F)cc(F)c1)Nc1cccnc1Cl	30%	-2%	5%	2%	1.9%
O=c1oc2c3c(nn2c2ccccc12)CCCC3	13%	7%	4%	11%	0.5%
Cc1sc(NC(=O)CCC(=O)O)c(C#N)c1C	-17%	11%	1%	7%	i
CC(C)OCC(O)CSc1ccccn1 (configuration not stated)	23%	13%	-4%	-1%	i	VEEV TC-83 Vero 10K pilot screen=0.2
O=C(NC1CCC(O)CC1)c1ccc(Br)o1 (configuration not stated)	0%	2%	-2%	x	10%
CCCCn1cnc2c(SCc3ccccc3Cl)nc(N)nc21	x	-17%	x	x	6.5%
CC(C)(CNC(=O)c1ccc(-c2ccccc2Cl)o1)N1CCOCC1	-13%	0%	-7%	13%	5.9%
Cc1ccc(NC(=O)COc2ccc3c(c2)OCO3)c(Cl)c1	40%	-1%	-7%	x	0.3%
CC(C)(O)C#Cc1ccc(CN2CCN(Cc3ccsc3)C(CCO)C2)cc1 (configuration not stated)	7%	3%	3%	2%	0.1%	VEEV TC-83 Vero 10K pilot screen=0.1
O=C(CC1(C(=O)O)CCCC1)N1CCOCC1	-11%	-5%	-4%	-11%	0.5%
CN1C(=O)[C@H]2[C@@H](C3CC3)N3C(=O)CN(CCO)C(=O)[C@@]3(Cc3ccccc3)[C@H]2C1=O	-9%	5%	3%	7%	0.1%
Cc1oc(-c2ccccc2F)nc1CS(=O)CC(=O)NC1CC1 (configuration not stated)	-1%	7%	4%	7%	1.9%
COc1ccc(Br)cc1C(=O)CCC(=O)OCC(=O)Nc1cc(C(N)=O)cc(C(N)=O)c1	x	-5%	x	x	2.6%
Cc1ccc(-c2nnn(CCC(=O)NC3CCCC3)n2)cc1	46%	-4%	-2%	-7%	1.5%

Looked up by structure from the entries so far:
SMILES	M. tuberculosis	H1N1 NS1A inhibition	M. tuberculosis HTS	Salmonella PhoP GFP	VEEV TC-83 Vero	others
CN1C(=O)[C@H]2[C@@H](C3CC3)N3C(=O)CN(CCO)C(=O)[C@@]3(Cc3ccccc3)[C@H]2C1=O	-9%	5%	3%	7%	0.1%
O=C(NC1CCC(O)CC1)c1ccc(Br)o1 (configuration not stated)	0%	2%	-2%	x	10%
Cc1ccc(NC(=O)COc2ccc3c(c2)OCO3)c(Cl)c1	40%	-1%	-7%	x	0.3%

(further entries)
SMILES	M. tuberculosis	H1N1 NS1A inhibition	M. tuberculosis HTS	Salmonella PhoP GFP	VEEV TC-83 Vero	others
CCc1ccccc1NC(=O)N1C[C@H]2C[C@@H](C1)c1cccc(=O)n1C2	-15%	5%	-6%	-1%	2.1%
COc1ccc(C(=O)Oc2ccc(F)cc2C(=O)/C=C/c2ccc(OC)c(OC)c2)cc1	33%	-2%	11%	-12%	7.7%
CCCCNC(=O)C1Cc2cc(S(=O)(=O)N3CCCC3)ccc2N1C(C)=O (configuration not stated)	-1%	-3%	2%	-2%	i
O=C(CCC(=O)N1CCOc2ccccc21)NC1CCN(Cc2ccccc2)CC1	4%	2%	-10%	-3%	i
CCc1cccc(C)c1NC(=O)C1CCCN1C(=O)NCc1ccccc1 (configuration not stated)	9%	1%	-2%	0%	i
O=C(COc1ccc(Cl)cc1)NCc1nnc(SCC(=O)N2CCCc3ccccc32)o1	-11%	8%	7%	-8%	0.7%	VEEV TC-83 Vero 10K pilot screen=0.9
CC(C)CC(C(=O)N1CCc2ccccc2C1)N1C(=O)c2ccccc2C1=O (configuration not stated)	51%	-4%	10%	3%	2.3%
CC1CCN(C(=O)COc2ccc(S(=O)(=O)N3CCCC3)cc2)CC1	-10%	-4%	-14%	11%	1.8%
CC(C)C(=O)Nc1sc2c(c1C(N)=O)CCN(Cc1ccccc1)C2	-9%	25%	-10%	-9%	4.0%
COc1ccc(NC(=O)NNC(=O)c2cc3occc3n2C)c(OC)c1	-15%	3%	-8%	6%	1.4%

Already shown: 4 of the compounds above.
SMILES	M. tuberculosis	H1N1 NS1A inhibition	M. tuberculosis HTS	Salmonella PhoP GFP	VEEV TC-83 Vero	others
CCc1ccccc1NC(=O)N1C[C@H]2C[C@@H](C1)c1cccc(=O)n1C2	-15%	5%	-6%	-1%	2.1%
COc1ccc(C(=O)Oc2ccc(F)cc2C(=O)/C=C/c2ccc(OC)c(OC)c2)cc1	33%	-2%	11%	-12%	7.7%
CCCCNC(=O)C1Cc2cc(S(=O)(=O)N3CCCC3)ccc2N1C(C)=O (configuration not stated)	-1%	-3%	2%	-2%	i
O=C(CCC(=O)N1CCOc2ccccc21)NC1CCN(Cc2ccccc2)CC1	4%	2%	-10%	-3%	i

(list continues)
SMILES	M. tuberculosis	H1N1 NS1A inhibition	M. tuberculosis HTS	Salmonella PhoP GFP	VEEV TC-83 Vero	others
Cc1cccc(N2CCN(c3nnnn3-c3ccccc3)CC2C)c1 (configuration not stated)	17%	3%	-2%	2%	5.0%
CC1(C)C2CCC1(CS(=O)(=O)NCc1ccc(C(F)(F)F)cc1)C(=O)C2 (configuration not stated)	3%	19%	1%	-7%	i
S=C(NCc1ccccc1)NCc1cccc(CNC(=S)NCc2ccccc2)c1	u	-10%	49%	-5%	0.3%
CN(C(=O)COC(=O)c1cccnc1Nc1cccc(C(F)(F)F)c1)C1CCS(=O)(=O)C1 (configuration not stated)	-2%	0%	9%	1%	i
CCc1nnc(NC(=O)CN2CCN(Cc3cccc(Cl)c3)CC2)s1	u	-6%	8%	-1%	i
CC(=O)Nc1n[nH]c(S(=O)(=O)Cc2ccc(Cl)cc2Cl)n1	5%	-10%	1%	-9%	3.3%
CNS(=O)(=O)c1cccc(C(=O)OCC(=O)Nc2sc3c(c2C#N)CCCCC3)c1	14%	0%	-5%	1%	1.3%
CCc1nc(C)c(-c2ccccc2)c(=O)[nH]1	2%	-5%	-1%	-9%	1.6%
COC(=O)c1c(NC(=O)c2ccco2)sc2c1C(C(=O)OC)CC2 (configuration not stated)	-1%	1%	-7%	-7%	12%
CCCn1c(N)c(N(CCOC)C(=O)c2cccc(S(=O)(=O)N3CCCc4ccccc43)c2)c(=O)[nH]c1=O	13%	-7%	1%	-4%	0.6%
Cn1cc(C(=O)Nc2ccc(C#N)cc2)c2ccccc2c1=O	-7%	-3%	3%	-3%	0.1%
C[C@H](CO)N1C[C@H](C)[C@@H](CN(C)S(C)(=O)=O)Oc2c(NC(=O)Nc3ccc4c(c3)OCO4)cccc2C1=O	-15%	-1%	2%	x	0.9%
COCCNC(=O)NC(=O)COC(=O)c1cc([N+](=O)[O-])ccc1Sc1nc(C)cs1	-16%	5%	-7%	-15%	0.8%
O=C(CN(CC1CCCO1)C(=O)CNS(=O)(=O)c1ccccc1)NCc1ccc(F)cc1 (configuration not stated)	-10%	4%	5%	13%	i
COc1ccc(S(=O)(=O)N2CCC(C(=O)NC3CCCCC3C)CC2)cc1 (configuration not stated)	0%	11%	-4%	-11%	3.2%
Cc1nn(-c2ccccc2)c(Cl)c1/C=C1\C(=O)N(C)C(=S)N1C	23%	2%	0%	1%	2.4%
Cc1ccc(S(=O)(=O)NCc2ccccc2)cc1C(=O)N1CCCCCCC1	5%	-10%	-2%	7%	0.3%
COc1ccc(CC(=O)OCC(=O)N2CCN(S(=O)(=O)c3ccc(C)cc3C)CC2)cc1	13%	-8%	-3%	x	i
Cc1[nH]c2ccccc2c1C(=O)C(=O)NC1CC(=O)N(c2ccc(F)cc2)C1 (configuration not stated)	-5%	-11%	-3%	-6%	8.5%
Cc1c(Br)c(C(=O)N2CCc3ccccc32)nn1C	6%	0%	4%	-7%	0.6%
Cc1cc(C)c(C(=O)C(C)OC(=O)c2ccc(Cl)nc2)cc1C (configuration not stated)	u	-13%	32%	-1%	6.8%
O=C(c1cc(C(=O)NCCc2ccccc2)c(=O)n(CCc2ccccc2)c1)c1cc(Cl)ccc1O	9%	18%	6%	-22%	7.1%
Cn1c(=O)oc2cc(S(=O)(=O)NCCN3CCCCCC3)ccc21	2%	-5%	7%	5%	i
C[C@H](NC(=O)c1nc[nH]c1C(=O)NCC(=O)OCc1ccccc1)C(=O)OC(C)(C)C	54%	-28%	6%	7%	0.8%
Cc1nc2ccccc2nc1OCC(=O)Nc1cc(C(F)(F)F)ccc1N1CCOCC1	x	4%	0%	1%	7.9%
Cc1ccc(Cn2cc(C=O)c(-c3ccc(C)cc3)n2)cc1	69%	-13%	10%	-8%	1.5%
O=C(/C=C/c1ccc([N+](=O)[O-])cc1)Nc1cccc(S(=O)(=O)NC2=NCCCCC2)c1	51%	3%	1%	x	3.9%
Nc1nc(NCc2ccccc2)n(-c2ccccc2)n1	-15%	-4%	-3%	1%	0.6%
O=C(COC(=O)c1ccc2c(c1)OCCO2)NC1CCCCC1	-13%	-4%	-4%	x	0.6%
NC(=S)N/N=C/c1c[nH]c2ccccc12	62%	14%	u	19%	i
COc1ccc2oc(=O)c(C(=O)N3CCCC3)cc2c1	7%	9%	1%	3%	0.3%
CNC(=O)c1nn(C)c(=O)[nH]c1=O	x	-1%	x	x	1.5%
CCNC(=O)COC(=O)C1CCC(=O)N(c2ccc(OC)cc2)C1c1ccc(OC)cc1 (configuration not stated)	2%	-7%	0%	2%	0.2%
COC(=O)c1cc(C)nc2c1C(=O)C(=O)C=C2N1CCOCC1	20%	0%	-6%	14%	i
COCCn1c(N)c(N(Cc2ccccc2)C(=O)C2CCCC2)c(=O)[nH]c1=O	5%	-3%	4%	1%	0.3%
COC(=O)c1cn(C)c2ccc(S(=O)(=O)N3CCOCC3)cc2c1=O	-1%	-16%	-6%	2%	1.8%
O=C1CN=C(c2ccccc2)c2c(sc3c2CCCC3)N1	46%	1%	49%	0%	1.3%
CCOc1cc(S(=O)(=O)NCc2ccc(OC)cc2)c(OCC)cc1-n1cnnn1	19%	1%	3%	-9%	i
COc1ccc(S(N)(=O)=O)cc1C(=O)OCCCOc1ccc(F)cc1	-5%	-24%	0%	-4%	2.1%
O=c1c2ccccc2nc(/C=C/c2ccccc2)n1-c1ccccc1O	34%	0%	14%	6%	u
CCCCNC(=O)COC(=O)CCC(=O)c1cccs1	-22%	-2%	5%	-4%	0.6%
COc1ccc(-c2nc3ccccc3c(=O)n2CCOc2cc(C)ccc2C)cc1	18%	7%	1%	3%	0.3%
CC(=O)c1ccc(NC(=O)CN2CCN(CC(=O)Nc3ccc(C(C)=O)cc3)CC2)cc1	x	-8%	x	x	i
CCc1cccc(CC)c1NC(=O)C(CC)Sc1nc2ccncc2[nH]1 (configuration not stated)	x	32%	-1%	-3%	i

From PubChem BioAssay
